Source: PubChem BioAssay (several laboratories)
NSD2 HMT inh: inhibitors of human histone methyltransferase NSD2 | NSD2 peptide methylation, AlphaScreen, 120 min | inhibition, % at 12.5 µM | 0.54% of 310,000 active | AID 743445; in the data active = inhibition above about 50%
Rtt109 HAT inh: C. albicans Rtt109 histone acetyltransferase inhibition; AID 540336; purified Rtt109/Vps75, ThioGlo CoA-SH fluorescence, 4 h; 0.16% of 330,000 active; inhibition, % at 34.9 µM;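 active = inhibition of at least 50% in every replicate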
Target sequence (Q5AAJ8 whole entry, looked up): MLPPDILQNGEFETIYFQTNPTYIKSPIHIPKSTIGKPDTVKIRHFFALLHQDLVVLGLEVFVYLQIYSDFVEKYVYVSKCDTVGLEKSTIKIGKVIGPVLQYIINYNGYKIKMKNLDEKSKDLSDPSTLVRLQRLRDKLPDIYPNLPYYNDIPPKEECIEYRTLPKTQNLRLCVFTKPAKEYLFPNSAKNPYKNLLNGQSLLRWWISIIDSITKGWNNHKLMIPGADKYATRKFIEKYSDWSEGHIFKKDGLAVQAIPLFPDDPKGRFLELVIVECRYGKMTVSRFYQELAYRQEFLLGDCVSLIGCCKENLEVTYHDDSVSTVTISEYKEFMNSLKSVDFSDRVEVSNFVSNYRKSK
Cardiac RTF inh: cardiac RTF calcium desensitization; IANBD-labeled cardiac RTF, Ca2+ fluorescence; inhibition, % at 7.15 µM; 0.12% of 340,000 active; AID 493244;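 active = inhibition above the mean inhibition of all tested compounds plus 3 SD, cut at about 17% in these data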;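 note: assay run at fixed EC70 calcium of 1.6 mM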
SUMO Mot1 rescue: blocks SUMOylation pathway, rescuing yeast Mot1-301 growth; S. cerevisiae Mot1-301 growth rescue, ATP luminescence, 38.5C; percent above DMSO median, 100 means doubled; growth rescue, % at 18.8 µM; 1% of 320,000 active;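 active = every valid replicate shows activation above 250% relative to neutral control wells; inactive = the rest, any valid replicate at or below 250%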;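 note: OY570 slx delta 5 strain wells were the positive control but not used for scaling; some compounds called inactive have numbers as strong as hits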
RTF Ca sens act: increases calcium sensitivity of human cardiac regulated thin filaments. 0.24% of 340,000 active. activation, % at 7.2 µM. AID 493008. P19429+P45379. IANBD-labeled TnC RTF fluorescence at EC20 calcium; 0% EC20 calcium, 100% full calcium;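 active = activation above the mean over all tested compounds plus 3 SD, cut at about 30% in these data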;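 note: rise in fluorescence read as greater calcium sensitivity of cardiac thin filaments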
Keap1-Nrf2 PPI: Keap1-Nrf2 (human) interaction inhibition; Keap1 Kelch-Nrf2 peptide fluorescence polarization, 1536-well; inhibition, % at 9.4 µM; AID 504523; 0.15% of 340,000 active; Q14145; in the data active = inhibition above about 12%;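 note: human Keap1 Kelch domain with fluorescein labeled Nrf2 9mer peptide probe; 0% = neutral control wells and 100% = peptide positive control; higher means more block of Keap1 binding to Nrf2 peptide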
Target sequence (Q14145 whole entry, looked up, the tested form may be a part): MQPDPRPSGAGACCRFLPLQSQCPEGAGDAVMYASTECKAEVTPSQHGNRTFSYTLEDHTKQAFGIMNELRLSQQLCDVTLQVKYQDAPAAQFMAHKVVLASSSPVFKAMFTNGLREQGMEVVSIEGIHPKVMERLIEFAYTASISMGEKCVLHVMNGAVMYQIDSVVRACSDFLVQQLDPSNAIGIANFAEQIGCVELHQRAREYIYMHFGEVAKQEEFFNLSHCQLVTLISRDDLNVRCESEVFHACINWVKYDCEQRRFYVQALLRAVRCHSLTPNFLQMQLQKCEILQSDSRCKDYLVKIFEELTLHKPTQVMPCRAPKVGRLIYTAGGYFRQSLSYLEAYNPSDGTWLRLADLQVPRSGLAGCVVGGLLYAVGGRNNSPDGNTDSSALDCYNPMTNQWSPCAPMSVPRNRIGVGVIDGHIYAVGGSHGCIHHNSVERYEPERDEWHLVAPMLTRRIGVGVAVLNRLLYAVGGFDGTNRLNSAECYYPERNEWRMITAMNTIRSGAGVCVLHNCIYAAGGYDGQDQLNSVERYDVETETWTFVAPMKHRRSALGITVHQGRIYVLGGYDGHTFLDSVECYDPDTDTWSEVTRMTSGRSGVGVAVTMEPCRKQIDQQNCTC
CDK5 inh: inhibitors of human CDK5/p35 kinase; 0.01% of 330,000 active; inhibition, % at 10 µM; Recombinant CDK5/p35, ADP-Glo luminescence, 60 min;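 active = highest replicate inhibition of at least 50% and at least 75% of replicates reaching 50%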;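 note: plate controls were DMSO neutral control for no effect and GW8510 at 10 µM for full effect; many of its hits are not listed in these tables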
dFosB act: enhances mouse delta FosB homodimer DNA binding; AID 493131; purified delta FosB, TAMRA-CDK5 oligo fluorescence polarization; percent of positive-control signal above neutral wells; 0.99% of 340,000 active; activation, % at 25 µM;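 active = mean activation above about 17%, with every replicate also reaching it, limit read from the data, passing the limit was not always enough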;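 note: fluorescence polarization rise as delta FosB binds a TAMRA Cdk5 AP-1 oligo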
C-LANA FP: blocks KSHV LANA C-terminal domain binding to DNA; MBP-C-LANA/FAM-LBS DNA binding, fluorescence polarization; inhibition, % at 9 µM; 0.078% of 340,000 active; AID 504423;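 active = highest replicate inhibition at or above 60% at 9 µM, even if other replicates fall short; inactive = all replicates below 60% inhibition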;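 note: 0% = neutral control wells and 100% = 4 µM acridine orange control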
PvdQ acylase: blocks Pseudomonas aeruginosa PvdQ acylase activity; purified PvdQ acylase, fluorescence plate reader; inhibition, % at 10 µM; 0.063% of 340,000 active; AID 488965; in the data active = inhibition above about 30%, passing the limit was not always enough;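 note: 0% = vehicle neutral wells and 100% = reference inhibitor wells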
PfHsp90 yeast 2: inhibits growth of yeast expressing Plasmodium falciparum Hsp90; S. cerevisiae expressing PfHsp90, BacTiter-Glo ATP, 48 h; yeast lacking PDR1 and PDR3 efflux regulators; inhibition, % at 9.4 µM; 0.32% of 310,000 active;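 active = every replicate shows inhibition above about 80%, whatever the replicate mean, limit read from the data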;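 note: 0% = DMSO neutral controls and 100% = 20 µM radicicol positive controls; yeast relying on Plasmodium falciparum Hsp90 in place of its own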
* marks the source's active call; other numbers are inactive results; . = not tested or not shown.

SMILES	NSD2 HMT inh	Rtt109 HAT inh	Cardiac RTF inh	SUMO Mot1 rescue	RTF Ca sens act	Keap1-Nrf2 PPI	CDK5 inh	dFosB act	C-LANA FP	PvdQ acylase	PfHsp90 yeast 2
CSc1ncc(CN2CCN(CC=C(C)C)C(CCO)C2)cn1 (centres undefined)	-4	2	-3	-7	-5	-2	1.4	4	-0.1	-9	-37
O=C(COC(=O)CCC(=O)c1cccs1)Nc1ncc(Cl)cc1Cl	-2	3	-11	-21	8	1	1.9	0	-1.0	-9	-30
COc1ccc(C(c2nnnn2C(C)(C)C)N2CCN(c3nc4ccccc4s3)CC2)cc1 (centres undefined)	.	4	-1	.	-1	5	-1.5	-4	-0.3	-4	1
COc1ccc(CCNC(=O)c2cc3c(=O)n4cccc(C)c4nc3n(Cc3ccco3)c2=N)cc1OC	-1	28	-5	-5	-1	-1	-0.8	-1	-0.7	5	6
Cc1c(C(=O)N2CC3(CC(c4cccc(NC(=O)[C@H]5CCC(=O)N5)c4)=NO3)C[C@@H]2C(N)=O)cc([N+](=O)[O-])cc1[N+](=O)[O-] (some centres undefined)	.	-1	3	13	-1	-3	1.2	-8	1.6	-7	-1
CCCCc1nnc2c(N(C)S(=O)(=O)c3ccccc3)nc3ccccc3n12	-2	-13	-9	13	3	-4	-0.9	-7	-1.7	-14	-8
N#CC1=C(N)Oc2cc(N)ccc2C1c1ccccc1Cl (centres undefined)	12	-1	1	-18	-4	-4	0.7	-12	0.3	5	11
Cc1ccc(-c2nn(Cc3ccccc3)cc2C(=O)NCC2CCCO2)cc1 (centres undefined)	0	-8	-4	.	9	2	-0.4	-4	-1.9	-10	-6
O=C(c1cc2cc(Cl)ccc2o1)N1CCCC1	-7	0	-7	21	-6	1	-2.8	-1	-1.4	-1	0
CC1=C[C@H](C)[C@H](c2c(F)cccc2Cl)CC1=O	.	8	-19	251	7	-2	0.2	-4	2.5	-8	14
CC(C)CCc1noc(CN(C)CCC2CCOCC2)n1	.	2	1	4	3	2	-1.5	6	-1.9	-8	-9
O=C(CSc1nnc(CNC(=O)c2ccco2)o1)Nc1cccc(Cl)c1	-2	10	-10	77	-2	-1	-1.8	-8	0.1	-10	-14
Cc1cc(NC(=O)NCc2ccco2)ccc1NC(=O)NCc1ccco1	0	-1	2	.	-6	5	-0.3	-7	-0.7	-6	.
Cn1c(CCNC(=O)C(C)(C)C)nc2ccccc21	1	7	-4	-5	2	-5	0.8	4	-0.6	-9	22
CC(C)N1C(=O)CCC1C(=O)O (centres undefined)	-2	-14	-12	-5	4	1	1.1	0	-1.7	-10	-11
COc1ccc(N2CCN(Cc3nnnn3C3CCCCC3)CC2)cc1	0	3	1	35	-5	5	0.8	-5	0.2	-6	-2
O=C(Nc1cccc(S(=O)(=O)N2CCCCC2)c1)[C@@H]1CCCN1S(=O)(=O)c1ccccc1C(F)(F)F	4	-4	-3	.	1	-5	-4.3	-17	1.6	-13	.
CC(O)Cc1cn([C@@H](CCCCNC(=O)OC(C)(C)C)C(=O)N2CCN(C(=O)OC(C)(C)C)CC2)nn1 (some centres undefined)	.	1	-1	-4	-6	-1	-3.2	-1	-0.3	3	6
CC(C)NC1CCC(Nc2ccnc3cc(Cl)ccc23)CC1 (centres undefined)	81*	0	0	.	9	10	1.5	17*	-4.7	2	-11
COc1cc(C(=O)N2CCN(C(=O)c3ccco3)CC2)c([N+](=O)[O-])cc1OC	0	4	-5	.	8	-6	-2.2	6	1.5	-11	16
CCc1cccc(C)c1NC(=O)CCCn1c(=O)c2cccn2c2cccnc21	-2	0	3	-2	3	-5	0.9	-4	1.0	-7	-48
CCOc1ccc(CCNC(=O)Cc2ccc(NC3=NC4CS(=O)(=O)CC4S3)cc2)cc1OCC (centres undefined)	.	6	-9	13	-3	-7	-0.5	-3	1.4	-9	-17
COc1cc(CNCCCN2CCOCC2)c(Br)cc1OC(C)C	1	-3	0	-6	4	1	-0.3	0	-0.9	-9	29
C/C(=N\NC(N)=S)c1cccnc1	-4	-8	5	14	-1	-1	2.0	-2	-2.7	11	11
Cc1ccc2cc(/C=N/NC(=O)c3ccc(F)cc3)c(Cl)nc2c1	-1	-39	-4	8	9	-9	-1.7	4	0.3	-12	.

3 entries already listed, sorted by the value under CDK5 inh, largest number first.
smiles | NSD2 HMT inh | Rtt109 HAT inh | SUMO Mot1 rescue | RTF Ca sens act | Keap1-Nrf2 PPI | CDK5 inh | dFosB act | C-LANA FP | PvdQ acylase | PfHsp90 yeast 2
CCCCc1nnc2c(N(C)S(=O)(=O)c3ccccc3)nc3ccccc3n12 | -2 | -13 | 13 | 3 | -4 | -0.9 | -7 | -1.7 | -14 | -8
COc1ccc(C(c2nnnn2C(C)(C)C)N2CCN(c3nc4ccccc4s3)CC2)cc1 (centres undefined) | . | 4 | . | -1 | 5 | -1.5 | -4 | -0.3 | -4 | 1
O=C(CSc1nnc(CNC(=O)c2ccco2)o1)Nc1cccc(Cl)c1 | -2 | 10 | 77 | -2 | -1 | -1.8 | -8 | 0.1 | -10 | -14

Next compounds:
SMILES	NSD2 HMT inh	Rtt109 HAT inh	Cardiac RTF inh	SUMO Mot1 rescue	RTF Ca sens act	Keap1-Nrf2 PPI	CDK5 inh	dFosB act	C-LANA FP	PvdQ acylase	PfHsp90 yeast 2
O=C(Nc1cccc2ccccc12)N1CCN(c2ccc(F)cc2)CC1	0	17	-19	-15	-1	1	0.3	-8	-1.6	4	1
CN(C)CCCn1c(NCc2ccc3c(c2)OCO3)nc2ccccc21	1	-6	-1	17	8	-6	-5.8	1	-1.9	-3	-9
N#CCSc1nc2ccccc2c(=O)n1CCCC(=O)NCc1ccco1	-4	0	-9	-4	1	-5	-0.4	-3	-4.7	7	4
COC(=O)C1=C(C)N(Cc2ccc(OC)c(OC)c2)C(=O)C1	0	0	-12	58	-4	-1	0.5	6	-2.8	-13	-10
O=C1c2ccccc2C(Nc2ccc(F)cc2F)N1CCN1CCOCC1 (centres undefined)	.	-11	6	-7	-5	-1	0.8	-3	-0.5	-7	14
CC(=O)OCC1OC(c2ccccc2)C(OC(C)=O)C(OC(C)=O)C1OC(C)=O (centres undefined)	5	-16	-1	32	4	-5	0.2	-10	1.2	-10	.
CCOC(=O)C(=O)C1C(=O)Nc2ccccc21 (centres undefined)	-2	1	-11	-12	0	1	-0.6	-1	1.7	-15	-3
CC(=O)OC1CC[C@@]2(C)C(CCC3C2CC(=O)[C@@]2(C)C3CC3CC(C)=CC(=O)C32)C1 (some centres undefined)	-1	0	-11	196	7	0	-1.7	-16	-0.2	-12	-23
O=[N+]([O-])c1cccc(C2Nc3cccc4cccc(c34)N2)c1	1	-8	-14	-5	-16	1	1.2	14	-1.6	-7	-30
CCOC(=O)c1ccc(COC(=O)CNC(=O)CNC(=O)c2ccc(OC)cc2)o1	0	3	-5	-6	-6	0	0.2	-2	0.3	0	-24
O=C(NC(=S)N1CCCCC1c1cccnc1)c1ccccc1 (centres undefined)	.	6	1	-1	9	-1	-1.2	2	1.2	-2	1
COc1ccc(-n2nnnc2SCC(=O)Nc2nnn(C)n2)cc1	1	4	2	-4	-6	1	0.3	-7	1.2	14	4
CCc1c(C)nc2c(-c3ccccc3)c(C)[nH]n2c1=O	-1	-19	0	94	2	-3	3.5	-7	-0.3	13	-1
CCOc1ccc(-n2nc3ccc(NC(=O)c4ccc5c(c4)OCCO5)cc3n2)cc1	.	.	-1	-31	3	-4	2.2	99*	-0.7	14	-14
Cc1ccc(NC(=O)CSc2nnc(-c3cc(C)on3)o2)cc1	0	-8	-1	-14	-1	1	-1.2	2	1.4	-13	13
COCCn1cnc2c1c(=O)[nH]c(=O)n2Cc1ccccc1	-2	4	-7	3	-9	-3	1.7	-8	0.7	-8	22
C=CCC(C(=O)OC)(C(=O)OC)c1ccccc1[N+](=O)[O-]	0	-2	-2	-5	-4	2	0.1	-3	0.3	-2	-2
CC(=O)c1cccc(NC(=O)CC2S/C(=N/N=C/c3ccccc3)NC2=O)c1 (centres undefined)	1	-2	-8	3	0	-6	0.7	49*	0.4	-7	1
O=C(CNC(=O)Cn1ccc2ccccc2c1=O)NCCCN1CCCCCC1	.	7	0	-22	3	-2	0.0	2	-3.6	-14	.
Cc1ccc(NC(=O)CC2S/C(=N/N=C3/NC(=O)CS3)NC2=O)cc1 (centres undefined)	-14	1	7	704	3	-1	2.2	-2	-0.4	4	6
CC(C)C[C@H]1CN=C(Nc2ccccc2)N1CCCC1CCCC1	.	28	6	-15	-3	2	0.0	2	2.3	13	31
CCCCn1c(N)c(N(CC(C)C)C(=O)c2cc(C)nc3ccccc23)c(=O)[nH]c1=O	1	-22	-15	8	-1	0	1.4	-10	0.9	-3	8
C[C@@H](C(=O)Nc1ccc2c(c1)OCCO2)n1nnc2ccccc2c1=O	0	-3	3	112	3	-5	-0.5	0	0.2	-14	13
CC(C)(C)OC(=O)C[C@@H]1C/C=C\C[C@@H](CC(=O)N[C@H](CO)Cc2ccccc2)C(=O)N2CCC[C@H]2COC1=O	.	1	-10	-16	-2	3	-1.1	-4	2.5	-13	2
COc1cccc(NC(=O)CCC2CCN(C(=O)C3CC=CCC3)CC2)c1 (centres undefined)	.	0	-11	13	1	-2	-7.8	-8	-0.8	-10	12
NNC(=O)c1ccc2nc(-c3ccc(Br)cc3)cn2c1	-1	7	22*	43	-1	3	-4.2	-18	1.6	-7	55

Entries of single compounds as entered above. Order of screens: NSD2 HMT inh, Rtt109 HAT inh, Cardiac RTF inh, SUMO Mot1 rescue, RTF Ca sens act, Keap1-Nrf2 PPI, CDK5 inh, dFosB act, C-LANA FP, PvdQ acylase, PfHsp90 yeast 2
O=C(NC(=S)N1CCCCC1c1cccnc1)c1ccccc1 (centres undefined) is listed with ., 6, 1, -1, 9, -1, -1.2, 2, 1.2, -2, 1
C=CCC(C(=O)OC)(C(=O)OC)c1ccccc1[N+](=O)[O-] is listed with 0, -2, -2, -5, -4, 2, 0.1, -3, 0.3, -2, -2
CCOc1ccc(-n2nc3ccc(NC(=O)c4ccc5c(c4)OCCO5)cc3n2)cc1 is listed with ., ., -1, -31, 3, -4, 2.2, 99*, -0.7, 14, -14
CCOC(=O)c1ccc(COC(=O)CNC(=O)CNC(=O)c2ccc(OC)cc2)o1 is listed with 0, 3, -5, -6, -6, 0, 0.2, -2, 0.3, 0, -24

Rows are unselected; any-hit rate near 3.2%.
